TDP-43 yeast inh: rescues yeast growth from TDP-43 toxicity | TDP-43 expressing yeast growth rescue, BacTiter-Glo, 24 h | Potency, µM (highest dose often 46.1 µM), for inactives: top-dose growth rescue (activation), most hits filed as activators | 410,000 compounds, 1.8% hits | AID 652104; further: potency means the concentration at half of the fitted maximal effect; % of control where 0% means no effect; nearly all actives have a fitted effect of over 50% in size
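In this qHTS, compounds that restore growth of yeast expressing TDP-43 appear as activators. Cells (OD600=0.02, galactose medium, raffinose-pregrown) are incubated with compound 24 hr at 30 deg C and growth is quantified by BacTiter-Glo.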
GLP-1R agonist: activates the human GLP-1 receptor. Potency, µM (titrated, usually from 45.6 µM), without a hit: top-dose activation, hits mostly activators. 380,000 compounds, 0.007% hits. HEK293 GLP-1R CRE-luciferase, luminescence, 4-6 h; cells express a hypersensitive GLP-1R form. AID 624172; further: potency means the concentration at half of the fitted maximal effect; % of control where 0% means no effect
Target sequence (P43220 whole entry, looked up): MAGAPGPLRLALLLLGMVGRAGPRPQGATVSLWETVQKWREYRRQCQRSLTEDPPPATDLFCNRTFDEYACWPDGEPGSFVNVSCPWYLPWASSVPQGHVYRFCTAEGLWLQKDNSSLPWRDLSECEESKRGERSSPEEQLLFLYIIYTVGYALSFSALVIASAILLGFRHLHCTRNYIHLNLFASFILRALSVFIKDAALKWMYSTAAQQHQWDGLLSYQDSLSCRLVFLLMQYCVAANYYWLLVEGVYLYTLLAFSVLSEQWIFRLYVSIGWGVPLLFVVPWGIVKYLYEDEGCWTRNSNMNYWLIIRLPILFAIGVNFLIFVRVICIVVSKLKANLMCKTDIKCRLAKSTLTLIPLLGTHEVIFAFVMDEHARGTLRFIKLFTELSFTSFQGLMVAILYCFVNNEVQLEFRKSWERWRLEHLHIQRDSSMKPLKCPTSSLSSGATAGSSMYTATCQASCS
HEK293 tox: cytotoxicity counter-screen for GLP-1 receptor inverse agonists. AID 624418. HEK293 cAMP-luciferase reporter cells, luminescence, 24 h. 410,000 compounds, 0.13% hits. Potency, µM (top dose mostly 38.3 µM), inactives show at the highest dose activity change, negative = inhibition, most hits filed as inhibitors;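 further: loss of luciferase light is scored as toxicity; potency means the concentration at half of the fitted maximal effect; on the % scale 0 is the no-effect control and ±100 the full control effect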
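MLSMR compounds, 24 hr on cells at 37 deg C/5% CO2; luminescence after luciferase reagent (12 min RT). Inhibition counted as the undesired cytotoxic outcome.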
KB-V1 MDR tox: kills drug-selected multidrug resistant KB-V1 cells; 400,000 compounds, 3.4% hits; Potency, µM (titrated, usually from 46.1 µM), for inactives: top-dose activity change, negative = cytotoxicity, usual class: cytotoxic; KB-V1 MDR cells viability, CellTiter-Glo, 72 h; further: potency means the concentration at half of the fitted maximal effect; on the % scale 0 is the no-effect control and ±100 the full control effect; nearly all actives have a fitted effect of over 60% in size
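Compound-treated KB-V1 multidrug-resistant cells, 72 h, 37 degrees C; viability by CellTiter-Glo. Fitted qHTS curves give the values.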
DRD3 antagonist: antagonists of human D3 dopamine receptor; P35462; D3R cells, DiscoveRx beta-arrestin luminescence, antagonist mode; hits give low values; max response, negative = inhibition, %; 360,000 compounds, 2.5% hits; AID 652054; in the data active means max response below about -50%; inconclusive means no clear call, values can overlap the other calls; further: on the % scale 0 is the no-effect control and ±100 the full control effect; mostly tested at two doses, the higher about 12 µM
Target sequence (P35462 whole entry, looked up): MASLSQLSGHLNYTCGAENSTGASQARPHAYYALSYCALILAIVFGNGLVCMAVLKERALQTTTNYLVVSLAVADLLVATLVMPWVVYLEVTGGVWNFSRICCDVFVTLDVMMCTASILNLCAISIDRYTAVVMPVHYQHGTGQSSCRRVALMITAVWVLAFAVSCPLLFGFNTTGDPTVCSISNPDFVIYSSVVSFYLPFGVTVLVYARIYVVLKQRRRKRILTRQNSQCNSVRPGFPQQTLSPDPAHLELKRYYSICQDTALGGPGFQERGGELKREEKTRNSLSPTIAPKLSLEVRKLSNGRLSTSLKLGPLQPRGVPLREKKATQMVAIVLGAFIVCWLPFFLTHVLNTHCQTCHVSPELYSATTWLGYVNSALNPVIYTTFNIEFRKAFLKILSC
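Cells plated overnight at 1500 cells/well, then exposed to library compounds with dopamine controls for 90 minutes at 37 degrees C. DiscoveRx reagent added for 30–60 minutes at room temperature; luminescence read, quantitative HTS format.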
PTHR1 ag: activates the human parathyroid hormone receptor PTHR1 | Q03431 | HEK293 GP2 PTHR1 cells, GloSensor cAMP luminescence, 1 h | Potency, µM (titrated, usually from 115 µM), for inactives: at the top dose activation, actives largely listed as activators | 410,000 compounds, 0.075% hits | AID 743266; further: potency means the concentration at half of the fitted maximal effect; nearly all actives have a fitted effect of over 55% in size; some results filed as inactive show a strong effect at the top dose; inactives centre near -15; many of its hits are not listed in these tables
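HEK-293-derived GP2 cells expressing PTHR1 and a GloSensor cAMP reporter, 3,000/well, plated overnight, given luciferin plus IBMX (each 0.5 mM as added) for 1 h at 37 °C, then compound for 1 h at 37 °C. Luminescence was read after 15 min at room temperature.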
GLP1R inv ag: inverse agonists of human GLP-1 receptor; P43220; HEK293 GLP-1R CRE-luciferase, luminescence, 24 h; GLP-1R form is constitutively active; Potency, µM (doses to about 38.3 µM), for inactives: at the top dose activity change, negative = inhibition, most hits filed as inhibitors; 410,000 compounds, 1.6% hits; AID 624417; further: potency means the concentration at half of the fitted maximal effect; on the % scale 0 is the no-effect control and ±100 the full control effect; nearly all actives have a fitted effect of over 55% in size
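GLP-1R inverse agonism mode: basal reporter luminescence in engineered HEK293 cells measured after one day of compound exposure at 37 deg C, with a 12 min room-temperature detection step.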
DRD3 agonist: activates the human D3 dopamine receptor; P35462; max activation, %; 410,000 compounds, 0.58% hits; D3R DiscoveRx beta-arrestin cells, luminescence, 90 min; in the data active means max activation above about 30%; further: 0% is about no effect; mostly tested at two doses, the higher about 12 µM
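Cells at 1500/well, incubated overnight, then treated with pinned compounds (dopamine as control) for 90 min at 37 degrees C. DiscoveRx reagent added for 30 - 60 minutes at room temperature; luminescence read.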
aSyn rescue: alpha-synuclein toxicity inhibition in yeast; Yeast expressing alpha-synuclein, growth rescue, BacTiter-Glo, 24 h; Potency, µM (top dose mostly 46.1 µM), inactives show top-dose growth rescue (activation), most hits filed as activators; 370,000 compounds, 0.14% hits; AID 652106; further: potency means the concentration at half of the fitted maximal effect; % of control where 0% means no effect; nearly all actives have a fitted effect of over 65% in size
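Rescue of yeast growth: cells expressing toxic alpha-synuclein, induced in galactose at OD600 0.02, incubated with compound 24 h at 30 C. ATP luminescence quantified growth; inhibitors of toxicity appear as activators.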
An asterisk follows results filed as active; i = inactive; ? = inconclusive; nt = not tested or not shown; & = joins results of further samples; [ ] = dose if it differs, or a comment. Unless noted, the call rests on the fitted dose curve; in most records, active means well fitted curve in the direction sought with a large enough effect; inconclusive means small, poorly fitted or top-dose-only effect, or another doubt; inactive means no such curve, though single readings can be large; an effect the other way counts as inactive or inconclusive. An excerpt; the hit share may differ from the screen's.

molecule	TDP-43 yeast inh	GLP-1R agonist	HEK293 tox	KB-V1 MDR tox	DRD3 antagonist	PTHR1 ag	GLP1R inv ag	DRD3 agonist	aSyn rescue
Cc1cc(N=Cc2c(O)ccc3cc(Br)ccc23)no1	-89%[inhibitor]	-4%	-10%	-2%	11	i	21%	28	-63%[inhibitor]
O=Cc1ccc(OC(=O)C2CC(=O)N(c3ccc(F)cc3)C2)cc1 (stereo unspecified)	1%	-3%	1%	4%	-13	0%[57.5 µM]	0%	11	-2%
CCOC(=O)NC(c1cccc(Cl)c1)C1CCCCCC1=O (stereo unspecified)	10%	-3%	-9%	?	10	-6%[57.5 µM]	?	0	2%
Cc1cc(=O)c2ccc(NC(=O)c3ccccc3)cc2[nH]1	7%	2%	-2%	?	13	i	21%	4	2%
COc1ccc(NC(=O)CN(C)C(=O)c2ccccc2OC)cc1	3%	5%	0%	23%	-15	i	24%	-6	-8%
Cc1ccoc1C(=O)N1CCCCC1C(=O)O (stereo unspecified)	16%	0%	-4%	8%	-4	-18%	14%	-6	-1%
Cc1cc([N+](=O)[O-])nn1CCCC(=O)NCc1ccc(F)cc1	-19%	8%	4%	0%	?	i	0%	3	-7%
CN(CC(=O)Nc1ccccc1C(=O)NC1CC1)Cc1ccc(Cl)cc1	23%	14%	-8%	16%	14	-1%	?	18	-1%
CCN(CC(=O)Nc1ccccc1OC)C(=O)CCOc1ccc(C(C)(C)C)cc1	-13%	3%	8%	-16%	1	-19%	?	6	10%
COc1ccc(C(=O)Nc2cc(C)nn2-c2cccc(F)c2)cc1	4%	11%	-12%	-22%	-4	-2%	?	3	-4%
CCOC(=O)Cn1c(=O)oc2cc(S(=O)(=O)NCc3ccccn3)ccc21	15%	1%	2%	-10%	1	i	11%	-5	-6%
COc1ccc(-c2nnc(SCC(=O)N(C)Cc3ccccc3)o2)cc1OC	8%	nt	-2%	-3%	nt	-35%[inhibitor]	5%	4	nt
O=C(CN1CCC(n2nnc3ccccc32)CC1)Nc1ccc2c(c1)CCC2	11%	15%	-9%	-19%	-65*	i	?	-7	5%
Cc1ccc(C(C)C)c(OCC(=O)N/N=C/c2ccc(S(=O)(=O)O)o2)c1	0%	-3%	-16%	?	-3	i	?	-6	-2%
O=C1N/C(=C\c2ccc(O)cc2)C(=O)c2ccccc21	-4%	-21%	-10%	0%	24	-25%[57.5 µM]	0%	0	-28%
CCCc1nc2c(C)cc(Br)cn2c1Cc1ccccc1C(F)(F)F	10%	8%	8%	-6%	0	-11%	?	-6	?
O=C(NCC(c1cccs1)N1CCOCC1)c1ccc(Cl)nc1 (stereo unspecified)	13%	3%	-14%	?	9	-18%	-19%	5	-7%
CCCOC(=O)c1ccc2c(c1)C(=O)N(c1ccccc1)C2=O	-13%	-5%	0%	16%	22	-8%	9%	3	17%
Cc1cccc(Nc2c3c(nc4nncn24)CCC3)c1	18µM*	nt	5%	nt	nt	i	7%	3	nt
O=C1C(=O)N(Cc2ccccc2)C(=O)N1CCOc1ccccc1	3%	1%	-3%	?	0	-8%	-8%	3	6%
CN(CC(=O)NCc1ccccc1Cl)S(=O)(=O)c1ccc2c(c1)c(=O)n(C)c(=O)n2C	-13%	0%	2%	11%	nt	-6%	0%	-15	nt
COc1ccc2oc(C(=O)NCCc3ccccc3)c(C)c2c1	?	0%	0%	17%	0	-23%	?	2	-3%
COc1cc(NCc2ccccc2)c2ncn(C(C)C)c2c1	-6%	10%	-21%	-4%	1	-22%	?	3	-16%
O=c1cc(-c2ccccc2)[nH][nH]1	-20%	-2%	26%	-1%	?	?	9%	-17	15%
CCOC(=O)c1c(-c2ccccc2)oc2ccc(N(C(C)=O)S(=O)(=O)c3ccccc3)cc12	0%	nt	-11%	0%	nt	i	11%	-5	nt
COc1ccc(OC)c(CN2C(=O)c3ccccc3C2c2nnnn2-c2ccc3c(c2)OCCO3)c1 (stereo unspecified)	19%	23%	?	0%	?	27%	?	-13	-1%
Cc1nnc(C)n1/N=C/c1ccccc1	-14%	-3%	10%	14%	?	i	6%	7	-5%
O=C(CSc1nc2ccccc2n1S(=O)(=O)c1cccc([N+](=O)[O-])c1)NCc1cccs1	-2%	18%	-9%	17%	7	i	8%	-1	2%
COc1cc(/C=N/NC(=O)c2ccncc2)ccc1O	28%&24%	-3%&24%	6%&-16%	13%&19%	8&-17	i	29%&5%	-2&20	-10%&-4%
CCCCNC(=O)Nc1nc(SCC(=O)OCC)n[nH]1	?	6%	2%	?	3	-17%	15%	3	2%

Remaining list, next part:
Values run as follows: TDP-43 yeast inh, GLP-1R agonist, HEK293 tox, KB-V1 MDR tox, DRD3 antagonist, PTHR1 ag, GLP1R inv ag, DRD3 agonist, aSyn rescue
CCc1c(N=O)c(-c2ccccc2)n(O)[n+]1[O-]
 : 1%, -2%, -16%, ?, 0, -17%, 16%, -12, -8%
O=C(O)C1C(c2ccccc2)=C1c1ccc(Br)cc1 (stereo unspecified)
 : ?, -1%, -7%, 12%, 6, i, 7%, 0, -11%
O=C(CSC1=NCCS1)c1ccc(Cl)cc1
 : ?, -10%, -1%[0.307 µM], -12%, -20, i, -28%[0.307 µM], 3, -15%
CCCCCC(=O)Nc1nc(C)c(-c2csc(Nc3ccc(Cl)cc3)n2)s1
 : ?, 1%, 7%, 8%, -26, i, 17%, 0, 4%
O=C(CSc1ncccn1)N1CCCc2ccccc21
 : 19%, 4%, 22%, -16%, -2, i, 28%, 7, -7%
O=C(c1ccco1)N1CCN(C(=O)c2cc3c(=O)oc4ccccc4c3s2)CC1
 : 10%, -6%, -10%, 13%, 24, i, -3%, -1, 8%
COc1cccc(COC(=O)C2CCN(S(=O)(=O)c3ccc(F)cc3)CC2)c1OC
 : 24%, 1%, -5%, 5%, -14, i, -8%, 3, -8%
COc1ccc2nc(NC(=O)C3CCCO3)sc2c1 (stereo unspecified)
 : 5%, -2%, 5%, 26%, -17, -27%, -25%, -5, 3%
O=C(NN1CC(=O)N(c2cc(Cl)cc(Cl)c2)CC1=O)c1sccc1Cl
 : 18%, -2%, 7%, -13%, ?, i, 1%, -7, 11%
CCc1ccc(-n2nc(C)c3c(C(=O)N4CCN(c5cccc(Cl)c5)CC4)cc(C)nc32)cc1
 : 2%[9.22 µM], nt, -7%, -19%, nt, -34%, -15%, 14, nt
C#CCOCCOCCOCCNc1nc(N2CCN(C(=O)CCCCCCCCCCNC(=O)Cn3cc(CCCCCN)nn3)CC2)nc(N2CCN(C(=O)CCCCCCCCCCNC(=O)[C@@H]([C@H](C)O)n3cc(C)nn3)CC2)n1
 : 18%, -1%, -10%, 0%, 1, 16%, 10%, 5, -11%
Cc1ccccc1C(=O)N(Cc1nc2ccccc2c(=O)[nH]1)C1CCCC1
 : 18%, 8%, -7%, ?, 18, -12%, 13µM*, 4, 10%
O=c1c2ccccc2nc(SCc2ccccc2)n1Cc1ccco1
 : 22%, 9%, 18%, -22%, -14, -3%[57.5 µM], 11µM*, -7, -6%
COc1ccc(CC(=O)Nc2ccc3nc(N4CCCCC4)cc(C)c3c2)cc1
 : 11%, nt, -17%, 3%, nt, 16%, ?, -3, nt
Cc1csc(=O)n1CCC(=O)OCC(=O)Nc1cc([N+](=O)[O-])ccc1Cl
 : -13%, 3%, -8%, -4%, -14, 3%, 2%, -19, 0%
O=C(CN1CCSC1=NCc1ccccc1)c1ccccc1
 : 3%, -2%, -6%, 0%, ?, i, ?, -45, 11%
Cc1cccc(CNC(=O)c2cccc(NC(=O)N3CCSc4ncccc43)c2)c1
 : 2%, nt, -5%, 6%, nt, -14%, 6%, 1, nt

As a working copy, 4 of the compounds above:
Values run as follows: TDP-43 yeast inh, GLP-1R agonist, HEK293 tox, KB-V1 MDR tox, DRD3 antagonist, PTHR1 ag, GLP1R inv ag, DRD3 agonist, aSyn rescue
COc1ccc(CC(=O)Nc2ccc3nc(N4CCCCC4)cc(C)c3c2)cc1
 : 11%, nt, -17%, 3%, nt, 16%, ?, -3, nt
Cc1csc(=O)n1CCC(=O)OCC(=O)Nc1cc([N+](=O)[O-])ccc1Cl
 : -13%, 3%, -8%, -4%, -14, 3%, 2%, -19, 0%
O=C(CN1CCSC1=NCc1ccccc1)c1ccccc1
 : 3%, -2%, -6%, 0%, ?, i, ?, -45, 11%
Cc1cccc(CNC(=O)c2cccc(NC(=O)N3CCSc4ncccc43)c2)c1
 : 2%, nt, -5%, 6%, nt, -14%, 6%, 1, nt

Screening data (PubChem BioAssay)
